# Screening data deposited in PubChem BioAssay by National Center for Advancing Translational Sciences (NCATS).
# TrxR1 substrate – substrates of rat thioredoxin reductase 1; O89049; purified TrxR1 substrate turnover, NADPH consumption readout; Potency, µM (series often up to 114 µM), for inactives: at the top dose activity change, negative = substrate turnover; 390,000 tested, 0.01% active; also: potency is read from the fitted curve at half-maximal effect; % is scaled to controls: 0 for no effect and ±100 for the full control effect; nearly all actives have a fitted effect of over 50% in size
#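 Rat TrxR1, dispensed at 90 nM, was prereduced with 400 uM NADPH (final) for 5 min at ~22 deg C, then incubated with compound 15 min before 400 uM selenite. A first-read NADPH fluorescence drop versus no-compound background flagged substrates.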
# TrxR1 inh – blocks rat thioredoxin reductase 1; recombinant rTrxR1, NADPH fluorescence consumption, selenite substrate; Potency, µM (series often up to 114 µM), for the others: at the highest dose activity change, negative = inhibition, actives largely listed as inhibitors; 390,000 tested, 1% active; also: potency is read from the fitted curve at half-maximal effect; % is scaled to controls: 0 for no effect and ±100 for the full control effect; nearly all actives have a fitted effect of over 65% in size
#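 Rat TrxR1 (90 nM in the dispensed reagent) was pre-reduced with 400 uM NADPH for 5 min at room temperature, then incubated with compound for 15 min. After 400 uM selenite was added, NADPH fluorescence (Ex 340/Em 450 nm) was followed for 8 min.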
# USP1-UAF1 inh – inhibitors of human USP1/UAF1 deubiquitinase; O94782; recombinant USP1/UAF1, Ub-Rhodamine cleavage fluorescence; Potency, µM (titrated, usually from 57.1 µM), inactives show at the top dose activity change, negative = inhibition, hits mostly inhibitors; 390,000 tested, 0.23% active; AID 743255; also: potency is read from the fitted curve at half-maximal effect; % is scaled to controls: 0 for no effect and ±100 for the full control effect; nearly all actives have a fitted effect of over 60% in size; inactives centre near -12
#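 USP1/UAF1 complex (1 nM) preincubated 15 min at room temperature with compound, then Ub-Rho substrate (150 nM final) added. Kinetic fluorescence at 480/540 nm over 6 reads at 60 s intervals; 50 mM HEPES pH 7.8, 0.5 mM EDTA, 0.1 mg/ml BSA, 1 mM TCEP, 0.01% Tween-20.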
# D2 antagonist – antagonists of human D2 dopamine receptor; HEK293 TREx D2 cells, calcium flux, dopamine EC80; inhibition, % at 10 µM; 340,000 tested, 2% active; AID 485344; in the data active = inhibition above about 30%; also: 0% is about no effect
#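 Calcium flux kinetic readout in an inducible HEK293 TREx D2 line plated overnight at 30 C. After 180 s compound exposure, an EC80 dopamine challenge follows with another 180 s kinetic read to detect antagonism.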
# D2 ag – agonists of human D2 dopamine receptor. activation, % at 2 µM. 340,000 tested, 0.53% active. P14416. AID 485358. HEK293 T-REx D2 cells, calcium flux agonist mode;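 active = activation over 3 SD above normal in the single-dose calcium agonist read, cut at about 30% in these data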; also: 0% is about no effect
#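 In this primary screen, compounds producing a positive calcium signal within 180 s of addition to tetracycline-induced, force-coupled HEK293 Trex D2 cells are flagged; cells are dye-loaded with a no-wash calcium kit beforehand.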
# TRHR ag – agonists of human TRH receptor; P34981; TRHR cells, calcium flux fluo-8, FDSS agonist mode; activation, % at 2 µM; 360,000 tested, 0.18% active; AID 493084; in the data active = activation above about 30%; also: 0% is about no effect
# Target sequence (P34981 whole entry, looked up): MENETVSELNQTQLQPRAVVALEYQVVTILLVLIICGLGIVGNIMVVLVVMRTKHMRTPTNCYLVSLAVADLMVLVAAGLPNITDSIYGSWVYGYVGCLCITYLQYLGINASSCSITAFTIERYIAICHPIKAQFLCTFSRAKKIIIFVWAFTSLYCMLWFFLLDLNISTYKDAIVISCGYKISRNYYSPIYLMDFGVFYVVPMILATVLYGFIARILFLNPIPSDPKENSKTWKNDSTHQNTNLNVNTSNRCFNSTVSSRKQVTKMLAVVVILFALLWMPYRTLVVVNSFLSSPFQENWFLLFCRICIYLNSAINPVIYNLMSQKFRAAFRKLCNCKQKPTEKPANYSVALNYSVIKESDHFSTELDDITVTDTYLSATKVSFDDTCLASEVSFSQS
#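 Steps: seed TRHR cells overnight; add fluo-8 no-wash Ca dye, RT 30 min–1.5 h; record 10 s baseline; pin-transfer compounds; monitor fluorescence 1 cycle/s for the agonist window. Calcium increases flag candidate agonists.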
# mIDH1 inhibitor – blocks human mutant IDH1 R132H enzyme; IDH1-R132H enzyme, NADPH consumption, diaphorase/resazurin fluorescence; 390,000 tested, 0.093% active; Potency, µM (titrated, usually from 76.6 µM), for inactives: at the top dose activity change, negative = inhibition, actives largely listed as inhibitors; AID 602179; also: potency is read from the fitted curve at half-maximal effect; % is scaled to controls: 0 for no effect and ±100 for the full control effect; nearly all actives have a fitted effect of over 65% in size
#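 IDH1-R132H (0.5 ug/mL dispensed) in pH 7.5 Tris buffer was preincubated 30 min with compound, then given a substrate mix of 0.016 mM NADPH and 2 mM alpha-KG for 80 min at room temperature; remaining NADPH was read by diaphorase/resazurin fluorescence.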
# PI4K2A block – inhibitors of human PI4K2A; activity change, negative = inhibition, % at 76.9 µM; Q9BTU6; purified PI4K2A, ADP-Glo luminescence, 1 h; active compounds read low; 420,000 tested, 0.13% active; in the data active = activity change below about -50%; inconclusive = mostly about -30% to -49%;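 also: -100% = wells without enzyme as full effect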
# Target sequence (Q9BTU6 whole entry, looked up): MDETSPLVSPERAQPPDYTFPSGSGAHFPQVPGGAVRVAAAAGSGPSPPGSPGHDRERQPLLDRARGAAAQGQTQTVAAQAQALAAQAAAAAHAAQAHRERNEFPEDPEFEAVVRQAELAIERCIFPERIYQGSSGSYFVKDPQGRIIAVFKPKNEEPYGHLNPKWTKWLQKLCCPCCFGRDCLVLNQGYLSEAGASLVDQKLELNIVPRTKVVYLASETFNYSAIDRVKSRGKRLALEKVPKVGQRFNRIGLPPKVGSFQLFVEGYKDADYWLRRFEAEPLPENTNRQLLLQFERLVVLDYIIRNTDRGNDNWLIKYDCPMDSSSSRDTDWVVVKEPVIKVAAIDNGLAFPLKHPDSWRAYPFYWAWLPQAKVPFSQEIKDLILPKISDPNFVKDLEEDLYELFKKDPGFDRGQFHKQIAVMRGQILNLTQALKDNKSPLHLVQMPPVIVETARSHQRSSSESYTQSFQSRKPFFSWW
#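 ADP-Glo luminescence measured ADP generated by PI4K2A enzyme (4 ug/mL before mixing) with 1.2 mM PI substrate (pre-mix) and 300 microM ATP (pre-mix). Tris pH7.5 buffer with MgCl2, Triton X-100; 1 h reaction at ambient temperature.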
# TRHR enhancer – allosterically enhances the human TRH receptor; enhancement, % at 2 µM; P34981; 360,000 tested, 0.66% active; TRHR cells, fluo-8 calcium fluorescence, EC20 TRH enhancement; in the data active = enhancement above about 30%; also: 0% is about no effect
#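 TRHR-expressing cells loaded with fluo-8 calcium dye were read kinetically (ex 480/em 530) during compound addition, then stimulated with an EC20 of TRH (10 nM final). Enhancement of the Gq-mediated intracellular calcium response was scored.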
# * marks the source's active call; other numbers are inactive results; ? = inconclusive; / = not tested or not shown; & = joins results of further samples; [ ] = dose if it differs, or a comment. Unless noted, calls follow the shape of the dose curve; as a rule, active = well fitted inhibition curve with a large enough effect; inconclusive = small, poorly fitted or top-dose-only effect; inactive = no such curve, though single readings can be large or run the other way.
mol	TrxR1 substrate	TrxR1 inh	USP1-UAF1 inh	D2 antagonist	D2 ag	TRHR ag	mIDH1 inhibitor	PI4K2A block	TRHR enhancer
COc1ccccc1N1C(=O)c2ccc(C(=O)Nc3cccc(C(C)=O)c3)cc2C1=O	7.5%	32.6%	-25.9%	5.8	0.6	-0.1	6.5%	-2.7	2.4
CCc1ccc2oc(-c3ccc(N)cc3)nc2c1	217.1%[activator]	35.9%[activator]	-20.2%	-10.6	0.8	0.8	1.8%	-6.3	-3.7
CCOc1c(Nc2cccc(Cl)c2)c(=O)c1=O	4.5%	7.7%	-13.0%	1.1	-1.3	0.0	13.2%	-5.2	-4.2
COCCNC(=O)CCn1c(=O)c2cc(OC)c(OC)cc2n(CC(=O)Nc2ccc(Cl)cc2F)c1=O	20.8%	6.5%	-8.2%	/	-0.8	-0.1	-16.8%	-2.1	-8.3
CCOC(=O)c1cnc2c(Cl)cccc2c1NCCN1CCOCC1	0.6%[57.1 µM]	24.4%&15.5%[57.1 µM]	-18.7%&-11.0%	5.3	0.3&-0.2	0.0&-0.3	-5.4%&1.5%	-0.6&-6.1	-2.2&1.2
Cc1ccccc1C(=O)Nc1ccc2c(C#N)c3nc4ccccc4nc3n2c1	-0.5%	-7.8%	-22.2%	-3.5	1.3	4.5	-1.6%	-0.5	-2.1
CO[C@H]1/C=C/O[C@@]2(C)Oc3c(C)c(O)c4c(O)c(c5c(c4c3C2=O)NC2(CCN(CC(C)C)CC2)N=5)=NC(=O)/C(C)=C\C=C\[C@H](C)[C@H](O)[C@@H](C)[C@@H](O)[C@@H](C)[C@H](OC(C)=O)[C@@H]1C	-8.8%	-10.6%	?	/	/	/	-17.8%	-8.9	/
Cc1cc(C)c(S(=O)(=O)Nc2cccc(-c3cn4ccccc4n3)c2)c(C)c1	7.2%[57.1 µM]	11.8%[57.1 µM]	-31.6%	/	-0.3	0.3	9.9%	-0.5	11.5
O=C(NC1CCCC1)C(c1ccco1)N(C(=O)c1ccco1)c1ccc(F)cc1 (centres undefined)	-8.7%	-5.1%	0.7%	-9.5	-0.3	0.1	-31.7%	-0.2	-1.2
COc1ccc(NC(=O)CSc2nc3ccccc3c3nc4ccccc4n23)cc1	-19.8%[57.1 µM]	14.2%[57.1 µM]	-13.0%	/	/	0.4	4.7%	-1.9	7.4
c1ccc(Nc2nc(N3CCNCC3)nc(N3CCOCC3)n2)cc1	-2.2%	?	0.4%	-22.4	-0.1	-1.3	3.8%	5.4	-4.7
Cc1c(C(=O)N/N=C/c2ccccn2)nnn1-c1nonc1N	8.4%[57.1 µM]	12.6%[57.1 µM]	-13.0%	10.4	-2.9	0.1	3.7%	-2.3	-6.2
CNC(=O)c1ccc(NC(=O)c2cccc(C(F)(F)F)c2)cc1	7.0%	17.5%[57.1 µM]	-2.9%	-15.0	1.5	-0.5	18.5%	-17.1	11.0
C=C(C)Cn1c(-c2ccccc2)nc2ccccc21	-2.9%[57.1 µM]	-4.1%[57.1 µM]	2.5%	-2.6	-0.9	1.0	-3.3%	4.8	-9.5
COc1cccc2sc(N3CCN(C(=O)CCS(=O)(=O)c4ccc(F)cc4)CC3)nc12	-4.2%[57.1 µM]	8.7%[57.1 µM]	?	/	-2.0	-0.2	-12.9%	4.5	-7.3
COC(=O)c1ccc(C(=O)Nc2nnc(-c3cccnc3)o2)cc1	/	/	/	-8.8	-0.6	0.4	/	/	10.6
O=C(NCc1ccccc1Cl)C(=O)NCC1CCCN1S(=O)(=O)c1cccs1 (centres undefined)	-11.4%	-2.7%	-7.2%	3.1	0.4	0.3	6.8%	6.3	-1.3
CC1(C)CC(NC(=O)c2ccc3c(c2)OCO3)CC(C)(C)N1	-5.3%	-19.2%	-15.0%	-4.5	0.2	-0.5	1.1%	-8.6	9.4
Cc1cc(C)n(CCn2nc(C)cc2C)n1	8.2%[57.1 µM]	13.0%[57.1 µM]	-18.0%	40.7*	0.6	0.5	0.1%	5.1	-5.6
CCn1ccnc1CN(C)Cc1cn(-c2ccccc2)nc1-c1ccc(OC)cc1F	-2.4%	-6.0%	-7.9%	-7.8	-0.3	-0.9	-6.1%	5.6	2.9
COc1ccccc1C(=O)NC(=O)CSc1nnc(C)s1	3.4%	6.9%	-12.8%	8.9	0.2	1.4	-12.6%	-2.8	13.6
COc1ccccc1CNC(=O)c1nnn(CC(=O)Nc2c(C)cccc2C)c1N	0.8%	11.5%	?	/	0.5	0.1	-10.6%	1.6	10.8
CS(=O)(=O)c1ccc(Cl)c(C(=O)O)c1	8.6%	4.4%	-5.6%	11.7	-0.3	-0.5	6.7%	1.1	-11.3
CCCCN(C)C(=O)C1CCC(CNS(=O)(=O)c2ccc3c(c2)CC(C)N3C(C)=O)CC1 (centres undefined)	6.5%&-4.8%	13.8%&-1.5%	-12.8%&-10.5%	/	0.4	-0.1&0.0	-6.9%&5.2%	3.3&2.7	0.8&1.1
CC1CCCN(Cc2cn3c(-c4cccc(Br)c4)nnc3s2)C1 (centres undefined)	9.0%[57.1 µM]	38.9%[57.1 µM]	-21.6%	/	-0.9	0.0	2.5%	-0.6	-1.7
COc1cccc(C2SCC(=O)N2c2ccc(Br)cc2)c1OC (centres undefined)	-8.0%	-6.3%	-6.9%	7.2	-1.2	-0.8	2.3%	0.6	-15.7
CCN(CC)CCN(Cc1cc2cc3c(cc2[nH]c1=O)OCCO3)C(=S)NC	39.9%[activator]	32.2%	-7.0%	10.2	1.0	0.0	2.2%	3.5	-3.9
Cc1ccc(N2C(=O)c3ccccc3C2Nc2ccccc2F)nc1 (centres undefined)	8.3%[57.1 µM]	-2.9%[57.1 µM]	-22.1%	27.6	0.3	-0.8	14.1%	-0.4	-4.9
CC[C@@H]1C/C=C\Cc2ccccc2[C@@H](C(=O)C[C@@H](O)CC(C)=O)OC1=O	4.3%	17.8%	-21.5%	/	/	/	0.6%	3.2	/
CC(C)C(NC(=O)/C=C/c1ccc(F)cc1)C(C)C	-3.0%	6.2%	-0.3%	6.6	-0.3	1.3	1.5%	-10.2	3.2
COc1ccccc1CNC1CCN(Cc2ccccc2)CC1	-4.2%	4.7%[57.1 µM]	-4.6%	/	/	1.5	5.2%	0.6	4.4
CC(=O)COc1cc2c(-c3cc4ccccc4o3)cc(=O)oc2cc1C	-1.0%	-3.8%	-20.9%	-3.2	0.4	-0.1	0.0%	-7.1	-0.8
O=C1c2ccccc2C(=O)N1CCC1(O)C(c2ccccc2)=Nc2ccccc21 (centres undefined)	-2.4%	9.2%	?	/	/	/	-9.8%	-1.7	/
CN1CCN(S(=O)(=O)c2cccc(C(=O)Nc3nccs3)c2)CC1	-5.1%	8.6%	0.4%	-16.2	1.7	0.7	1.2%	2.3	-1.2
O=C(CCC1N=C2c3ccccc3N=C(SCc3ccc(F)cc3)N2C1=O)NCc1ccco1 (centres undefined)	10.5%	?	-9.6%	-18.5	0.5	0.3	3.1%	0.2	-0.3
Cn1c(=O)n(C)c2cc(/C=N/NC(=S)NCc3ccccc3)ccc21	-12.3%	9.1%[57.1 µM]	-5.6%	13.9	0.5	-0.6	6.5%	1.9	-2.4
O=C(/C=C/c1ccco1)c1cccc([N+](=O)[O-])c1	4.1%[11.4 µM]	-62.2%[57.1 µM]	-3.0%	/	/	/	9.0%	-21.9	/
Cc1[nH]nc2c1C(c1cnn(C)c1)C(C#N)=C(N)O2 (centres undefined)	11.8%[57.1 µM]	24.9%[57.1 µM]	?	-6.1	-0.3	0.6	16.3%	-12.2	54.8*
Cc1cc(OCC(=O)NC2CC(C)(C)NC(C)(C)C2)c(C)cc1Br	-7.3%	-10.4%	-17.9%	-2.2	1.0	14.5	2.1%	14.2	-6.0
CCOC(=O)c1nn(-c2cccc(C)c2)cc1C(=O)c1ccccc1	-10.3%	6.1%	-18.7%	3.6	0.2	-0.1	2.7%	-2.0	11.0
CCCCC1C2C(=O)N(c3ccc(C)cc3)C(=O)C2ON1c1ccccc1 (centres undefined)	2.7%	-2.2%	-18.5%	-6.5	1.9	1.1	5.2%	2.4	-3.7
CC(C)(C)C1=C[C@@H](CO)C[C@@H](CO)C1	-13.4%	22.0%[57.1 µM]	-3.8%	-3.8	0.4	0.9	7.7%	4.6	-3.0
Cc1nc2scc(C)n2c(=O)c1S(=O)(=O)N1CCN(c2ccc(F)cc2)CC1	-6.9%	10.6%	-15.3%	8.6	1.1	0.1	-6.0%	-9.6	2.9
Cc1ccc(NC(=O)C2(c3ccccc3)CCOCC2)c([N+](=O)[O-])c1	0.0%	17.0%	-14.3%	2.3	0.0	0.2	1.0%	-3.3	-2.6
COc1ccc(-c2cc3ccccc3oc2=O)cc1NC(=S)NC(=O)c1ccc2c(c1)OCCO2	8.1%	31.7%	?	4.5	0.4	1.0	21.4%	2.2	-3.2
C=CCC(C#Cc1ccccc1)N(C)C (centres undefined)	7.7%[57.1 µM]	6.2%[57.1 µM]	-20.2%	-10.2	0.7	-0.3	0.5%	-2.3	13.1
CCCOc1ccc(C(O)(CCN2CCCCC2)c2ccccc2OC)cc1 (centres undefined)	-1.8%	-12.5%	-4.4%	-18.4	2.4	1.4	-9.4%	1.1	-1.2

# Compound profiles (already shown).
# Cc1nc2scc(C)n2c(=O)c1S(=O)(=O)N1CCN(c2ccc(F)cc2)CC1 in the list: TrxR1 substrate: -6.9%; TrxR1 inh: 10.6%; USP1-UAF1 inh: -15.3%; D2 antagonist: 8.6; D2 ag: 1.1; TRHR ag: 0.1; mIDH1 inhibitor: -6.0%; PI4K2A block: -9.6; TRHR enhancer: 2.9
# CCOC(=O)c1nn(-c2cccc(C)c2)cc1C(=O)c1ccccc1 in the list: TrxR1 substrate: -10.3%; TrxR1 inh: 6.1%; USP1-UAF1 inh: -18.7%; D2 antagonist: 3.6; D2 ag: 0.2; TRHR ag: -0.1; mIDH1 inhibitor: 2.7%; PI4K2A block: -2.0; TRHR enhancer: 11.0
